# Bioassay records: PubChem BioAssay, Broad Institute
# FN deposition inh – fibronectin deposition inhibition | AH1F fibroblasts, Alexa488-fibronectin deposition fluorescence, overnight | inhibition, % at 12.6 µM | 0.086% of 350,000 active | AID 743247;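 active = mean inhibition across replicates of 30% or more, regardless of how many single replicates reach that level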;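 also: positive control wells lacked labelled fibronectin entirely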
#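 Material: AH1F fibroblast monolayer depositing Alexa488-labelled fibronectin into matrix | Input: 10000 AH1F cells/well | Medium: DMEM plus 2% serum, read in PBS | Reagent: Alexa488-fibronectin, 24 nM final in well | Compound dosing: One dose per compound, pinned | Schedule: 1 h adhesion, overnight exposure | Measured by: Fluorescence at 485 nm excitation, 525 nm emission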
# EWS-Fli inh – inhibitors of EWS/Fli oncoprotein transcriptional activity; A673 NR0B1-luciferase reporter, viability-normalised; inhibition, % at 12.6 µM; 0.67% of 350,000 active; AID 651661;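 active = mean inhibition of at least 50% after viability correction, with every replicate also passing that limit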;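 also: firefly luciferase signal divided by Alamar Blue viability fluorescence both relative to DMSO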
# LGR2 inh – inhibitors of bursicon-induced Drosophila LGR2 receptor cAMP signaling. HEK293 LGR2, CRE-luciferase, bursicon-stimulated, 4 h. inhibition, % at 9.99 µM. 0.35% of 380,000 active;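 active = drop in luminescence signal, shown as inhibition above about 50% in the replicate tests, limit read from the data, passing the limit was not always enough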;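 also: agonist challenge used bursicon conditioned medium at about half maximal strength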
# S100A4 MyoIIA – blocks human S100A4 binding to myosin IIA peptide; P26447; 0.14% of 360,000 active; inhibition, % at 10.7 µM; S100A4/TAMRA-MyoIIA peptide fluorescence polarization;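 active = mean inhibition of at least 70% across replicates, with every replicate also reaching that level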
# Target sequence (P26447 whole entry, looked up): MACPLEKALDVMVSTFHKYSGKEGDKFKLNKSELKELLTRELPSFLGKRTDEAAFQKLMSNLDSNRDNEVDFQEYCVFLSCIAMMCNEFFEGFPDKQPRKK
#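 Test system – S100A4 monomer (human) · Compound – single-point compound testing · Schedule – 5 min incubation before reading · Probe or stimulus – TAMRA-labelled myosin IIA heavy-chain peptide probe, 5 nM · Benchmarks – neutral control DMSO, positive control TFP · Medium – Calcium-containing HEPES buffer, pH 7.2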
# PGC1a acetyl inh – lowers PGC1a acetylation signal in U2OS cells. inhibition, % at 15.6 µM. 0.17% of 350,000 active. AID 651687. AlphaScreen anti-acetyl-lysine; with virally co-expressed GCN5 acetyltransferase;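 active = every replicate shows inhibition of at least 40%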;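 also: 0% = neutral control wells and 100% = positive control wells; some results beyond the cut were filed as inactive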
# ERAP1 HTS inh – inhibitors of human ERAP1 aminopeptidase | recombinant ERAP1, Leu-AMC fluorescence, 60 min | 0.15% of 340,000 active | inhibition, % at 10.7 µM | Q9NZ08;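 active = mean replicate inhibition of at least 30%, or all replicates individually reaching that 30% level; inactive = mean below 30% and not every replicate reaching it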;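 also: 0% = neutral control wells and 100% = L-leucinethiol positive control wells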
# Target sequence (Q9NZ08 whole entry, looked up): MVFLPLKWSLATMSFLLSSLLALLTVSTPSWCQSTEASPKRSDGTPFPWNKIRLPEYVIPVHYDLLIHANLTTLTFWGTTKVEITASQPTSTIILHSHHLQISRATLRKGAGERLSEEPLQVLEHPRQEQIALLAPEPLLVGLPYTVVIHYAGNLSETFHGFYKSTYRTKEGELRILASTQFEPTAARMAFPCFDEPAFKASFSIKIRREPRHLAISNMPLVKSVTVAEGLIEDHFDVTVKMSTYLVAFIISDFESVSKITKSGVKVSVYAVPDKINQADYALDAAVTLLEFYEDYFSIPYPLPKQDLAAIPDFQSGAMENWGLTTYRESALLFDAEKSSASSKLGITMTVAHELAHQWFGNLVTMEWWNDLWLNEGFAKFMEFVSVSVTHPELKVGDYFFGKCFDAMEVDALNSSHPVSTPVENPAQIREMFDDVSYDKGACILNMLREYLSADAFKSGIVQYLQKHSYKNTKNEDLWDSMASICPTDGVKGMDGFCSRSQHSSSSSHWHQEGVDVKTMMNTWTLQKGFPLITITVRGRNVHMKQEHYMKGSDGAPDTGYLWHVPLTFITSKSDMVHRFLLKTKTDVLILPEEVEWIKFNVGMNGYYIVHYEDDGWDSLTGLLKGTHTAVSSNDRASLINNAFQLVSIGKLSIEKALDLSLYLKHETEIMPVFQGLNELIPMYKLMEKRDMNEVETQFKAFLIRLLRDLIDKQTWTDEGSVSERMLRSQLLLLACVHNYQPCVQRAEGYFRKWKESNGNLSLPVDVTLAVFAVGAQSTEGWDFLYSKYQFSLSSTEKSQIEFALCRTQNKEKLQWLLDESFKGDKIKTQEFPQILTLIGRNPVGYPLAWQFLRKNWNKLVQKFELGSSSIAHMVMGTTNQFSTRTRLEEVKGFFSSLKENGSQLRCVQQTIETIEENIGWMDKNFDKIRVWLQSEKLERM
# PAX8 reporter – inhibitors of PAX8 transcriptional activity in RMG-I cells | RMG-I TPO-luciferase reporter, SteadyGlo, 24 h | inhibition, % at 12.6 µM | 1.2% of 360,000 active | AID 652154;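 active = mean replicate inhibition at least 60% with every replicate also reaching 60%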;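 also: luciferase light reporting Pax8 driven TPO promoter activity; plate controls were median of neutral control wells for no effect and mitoxantrone controls for full effect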
# PglD inh – PglD (C. jejuni) enzyme inhibition; purified PglD enzyme, DTNB colorimetric CoA detection; inhibition, % at 12.5 µM; 0.098% of 360,000 active; in the data active = inhibition above about 16%, passing the limit was not always enough; also: strong numbers were not always called active
# * marks the source's active call; other numbers are inactive results; · = no result given; & = joins results of further samples.
SMILES,FN deposition inh,EWS-Fli inh,LGR2 inh,S100A4 MyoIIA,PGC1a acetyl inh,ERAP1 HTS inh,PAX8 reporter,PglD inh
Cn1cnc(S(=O)(=O)N2C[C@@H](O)COC[C@H]3O[C@H](CC(=O)N4CCN(c5ccccc5)CC4)CC[C@@H]32)c1,4,-11,5,12,-1,1,8,-1
Cc1cccc2cn[nH]c12,-24,-3,9,1,·,6,12,·
O=C(O)CN=C1NC2(CCCC2)Cc2ccccc21,2,·,·,·,4,·,9,-2
O=C(c1ccc([N+](=O)[O-])cc1[N+](=O)[O-])N1CCN(C(=O)C2CCCO2)CC1 (stereo unspecified),-4,-8,7,-11,2,-2,-14,1
O=C(N[C@@H]1CC[C@@H](CCNS(=O)(=O)c2ccc(F)cc2)O[C@H]1CO)c1cnccn1,3,11,-1,20,10,-1,-5,0
CCC(=O)Nc1nc(-c2ccccc2)nc(SC)c1C(C)=O,6,15,-45,-1,-3,-1,9,·
Fc1ccc(NC(=S)NCc2ccc3c(c2)OCO3)cc1,5,8,-7,-3,·,11,-1,·
Cc1ccc(OCC(=O)Nc2ccncc2)cc1C,·,-11,14,7,0,7,-1,-4
COc1ccc([C@H]2[C@H]3C=CC[C@@H](C)[C@@H]3C(=O)N2Cc2ccccc2)cc1Cl,-3,1,9,1,-15,-1,-5,7
Cc1ccc(S(=O)(=O)N2CCC(C(=O)Nc3ccc(S(=O)(=O)N4CCCC4)cc3)CC2)cc1C,3,11,-3,2,-16,0,67*,-1
COc1cccc(-c2ccc3c(c2)O[C@H](CN(C)C(C)=O)[C@@H](C)CN([C@H](C)CO)S3(=O)=O)c1,·,0,10,-4,10,2,·,1
CC1(C)CC(=O)C2=C(C1)Nc1ncnn1C2c1cccs1 (stereo unspecified),·,1,-12,-2,·,-2,-11,·
O=C(Cn1cnc2c(nnn2-c2ccc(F)cc2)c1=O)NCC1CCCO1 (stereo unspecified),·,-5,-5,0,26,-2,·,0
C[C@@H]1CN([C@H](C)CO)C(=O)c2cccc(NC(=O)Nc3cccc4ccccc34)c2O[C@H]1CN(C)C(=O)NC1CCCCC1,·,10,-1,-4,-7,2,0,1
COc1ccc(OC)c(-c2csc(NC(=O)COC(=O)C3CCC3)n2)c1,3,-8,8,-4,16,14,-28,4
CO[C@H]1CN(C)C(=O)c2ccc(NC(=O)c3ccc(F)cc3)cc2OC[C@@H](C)N(C(=O)CC2CC2)C[C@@H]1C,7,-8,4,-1,-11,1,·,0
C[C@H](NC(=O)C[C@H]1CC[C@H]2[C@H](COc3ccc(NS(=O)(=O)c4ccc(Cl)cc4)cc3C(=O)N2C)O1)c1ccccc1,-3,5,-22,6,-11,0,20,0
CCCNC(=O)N1CC2(C1)[C@@H](c1ccccc1)[C@@H](CO)N2Cc1ccccn1,·,-3,7,8,-9,-3,-10,·
C[C@@H]1CN([C@H](C)CO)C(=O)Cc2cc(NC(=O)Cc3cn(C)c4ccccc34)ccc2O[C@@H]1CN(C)Cc1ccc(Cl)c(Cl)c1,·,-5,-5,-2,-11,0,·,6
COc1cccc(S(=O)(=O)N2CC[C@@H]3[C@H](CO)Nc4ccc(-c5ccc(C#N)cc5)cc4[C@@H]32)c1,1,19,23,·,-3,·,7,0
COc1ccc(CN(C)C[C@@H]2OCCCC[C@H](C)Oc3ccc(NS(=O)(=O)c4ccc(Cl)cc4)cc3C(=O)N([C@H](C)CO)C[C@@H]2C)cc1,-3,-3,4,-5,-6,-2,13,2
COc1ccc(C)cc1S(=O)(=O)N(CC(=O)Nc1cccc([N+](=O)[O-])c1)c1cc(C)cc(C)c1,·,-6,15,1,-2,4,·,-4
CCCCc1nnc(SCC(=O)Nc2nccs2)n1C,0,·,0,-2,·,-1,-5,2
CN(c1ccc([N+](=O)[O-])cc1C(N)=O)C1CCCCC1,-4,9,-3,-9,·,5,-6,·
CC(=O)NC1(NC(C)=O)CCN(C)CC1,0,4,·,-4,·,5,0,2
CN1CCN(S(=O)(=O)c2cccc(C(=O)NCCOc3ccccc3F)c2)CC1,-5,0,-11,-5,·,3,-9,1
Cc1noc(C)c1NC(=O)Nc1ccc2c(c1)C(=O)N([C@H](C)CO)C[C@@H](C)[C@@H](CN(C)Cc1ccc(C(F)(F)F)cc1)OCCCC[C@H](C)O2,·,10,-2,-12,-4,1,31,-1
C[C@H](CO)N1C[C@H](C)[C@H](CN(C)Cc2ccccn2)Oc2ncc(-c3ccc(C#N)cc3)cc2C1=O,7,-5,-6,4,-3,0,·,-2
COc1ccc(S(=O)(=O)Nc2ccc3c(c2)C(=O)N([C@H](C)CO)C[C@@H](C)[C@H](CN(C)C(=O)Nc2c(C)noc2C)O3)cc1,·,-6,-6,7,0,1,·,-2
COc1ccccc1CNC(=O)C[C@@H]1C[C@@H]2c3cc(NC(=O)C4CCC4)ccc3O[C@@H]2[C@H](CO)O1,2,6,28,13,-8,2,-8,1
CCOc1ccccc1NC(=O)C1CCN(C(=O)C2CC(=O)N(c3ccc(C)cc3)C2)CC1 (stereo unspecified),0,-8,19,8,·,-1,-1,-2
CCOC(=O)/C=C1/SCC(=O)N1CCOc1cccc(Br)c1,1,-15,13,0,-2,-1,·,·
COc1ccc(NC(=O)C2CCCN(S(C)(=O)=O)C2)cc1Cl (stereo unspecified),1,5,-13,9,8,-4,-20,5
C[C@H](CO)N1C[C@H](C)[C@H](CN(C)C)Oc2ncc(C#Cc3ccccc3)cc2C1=O,0,2,7,·,2,·,2,1
O=C(CCC(=O)N1CCN(S(=O)(=O)c2cccc(F)c2)CC1)c1cccs1,·,-8,-7,5,15,-1,7,-1
C/C=C/c1ccc2c(c1)O[C@H](CN(C)C(C)=O)[C@@H](C)CN([C@@H](C)CO)S2(=O)=O,1,2,2,2,4,-3,·,-4
CN(C(=O)CSc1nnc(CN2CCCC2)n1Cc1ccccc1)c1ccccc1,3,-1,15,1,-13,-3,-4,-6
Cc1cc(C)n(C(=O)c2ccc(C)c(S(=O)(=O)N3CCCCC3)c2)n1,2,·,-5,·,-1,·,·,0
CCCCCCCN1CCC(=O)N([C@H](CO)c2ccccc2)CC1,-8,-6,5,-3,2,-4,-17,4
O=C(O)Cn1c2c(c3ccccc31)CSc1ccc(Cl)cc1-2,0,21,-1,-8,·,9,30,13

# As entered above.
# Entry of Cc1noc(C)c1NC(=O)Nc1ccc2c(c1)C(=O)N([C@H](C)CO)C[C@@H](C)[C@@H](CN(C)Cc1ccc(C(F)(F)F)cc1)OCCCC[C@H](C)O2 in PAX8 reporter: 31
# Entry of Cc1cc(C)n(C(=O)c2ccc(C)c(S(=O)(=O)N3CCCCC3)c2)n1 in LGR2 inh: -5
# Entry of CCOC(=O)/C=C1/SCC(=O)N1CCOc1cccc(Br)c1 in S100A4 MyoIIA: 0

# Later entries:
SMILES,FN deposition inh,EWS-Fli inh,LGR2 inh,S100A4 MyoIIA,PGC1a acetyl inh,ERAP1 HTS inh,PAX8 reporter,PglD inh
CCOC(=O)C1=C(C)Nc2ccccc2N=C1NC(=O)C1CCN(C(=O)c2ccccc2C)CC1,-8,2,1,-5,-7,5,·,6
CC(C)(C)NC(=O)C(c1ccc(F)cc1)N(Cc1ccco1)C(=O)Cn1nnc(-c2cccs2)n1 (stereo unspecified),-1,·,·,·,-6,·,9,5
COc1ccc(CNC(=O)c2ccc(Cl)c(S(=O)(=O)N3CCOCC3)c2)cc1OC,·,·,7,-17,6,-5,·,-2
C[C@@H]1CN([C@@H](C)CO)C(=O)c2cc(NC(=O)Nc3cccc4ccccc34)ccc2O[C@@H](C)CCCCO[C@H]1CN(C)Cc1ccc2c(c1)OCO2,·,77*,5,·,-5,·,7,1
COc1cc(SC)ccc1C(=O)NNC(=O)c1cc(C)oc1C,-3,-23,-15,-2,2,3,-80,-5
C[C@@H]1CN([C@H](C)CO)C(=O)c2cc(NC(=O)Nc3ccccc3)ccc2O[C@@H](C)CCCCO[C@@H]1CN(C)S(=O)(=O)c1cn(C)cn1,1,-10,-5,-8,-1,1,-28,5
CCOc1cccc(OCCNC2CCCC2)c1,·,-6,-2,-1,-10,-1,3,·
CCn1ncc(Br)c1C(=O)Nc1ccc(C(C)C)cc1,7,-22,-45,-3,-10,1,-3,-12
c1ccc(C2Nc3ccccc3-c3nc4ccccc4n32)cc1 (stereo unspecified),0,·,·,·,-22,·,-184,-1
O=C(NN=Cc1cc(=O)[nH]c(=O)[nH]1)c1ccncc1,-10,1,-6,-2,·,-3,5,·
CCCc1nc2ccccc2n1CCc1ccccc1,8,7,-18,11,-6,1,1,·
COc1ccc(S(=O)(=O)Nc2cccc3c2O[C@H](CN(C)C(=O)Nc2ccccc2)[C@@H](C)CN([C@H](C)CO)C3=O)cc1,10,3,7&13,1,·,0,-2,-2
CCCNC(=O)Cn1nc(C)n2c(cc3cc(F)ccc32)c1=O,-3,-1,5,-4,12,-3,31,-4
COc1ccc(C2=NO[C@@H]3[C@@H]4C[C@@H]([C@H]5C(=O)N(C)C(=O)[C@@H]45)[C@H]23)c(OC)c1,-17,-15,-2,-3,1,·,6,1
CCOC(=O)CSCC(=O)Nc1nnc(-c2cccc([N+](=O)[O-])c2)s1,5,-10,·,-2,·,-5,-15,1
COc1ccc(C(O)(c2ccccc2)C(C(=O)O)c2ccccc2)cc1 (stereo unspecified),-2,-30,-58,1,-5,-2,-19,0
C[C@@H]1CN([C@H](C)CO)C(=O)CCCn2cc(nn2)CO[C@@H]1CN(C)S(=O)(=O)c1cccc(F)c1,-12,-2,-8,-1,-9,3,·,-1
O=C(NC1CCCC1)N1CCCCN2[C@H](C1)[C@H](c1ccc(-c3ccccc3)cc1)[C@@H]2CO,·,-27,3,5,-4,-4,6,-1
CCCNCc1cc(OCC)c(OCC(=O)Nc2ccccc2)cc1Br,-8,-20,·,-3,-14,-1,12,·
CC(C)NC(=O)C1(C)CCN1C(=O)c1cccn1C (stereo unspecified),-7,6,-11,-4,2,-2,-9,-5
COc1ccc(S(=O)(=O)Nc2ccc3c(c2)CC(=O)N([C@@H](C)CO)C[C@H](C)[C@H](CN(C)C(=O)Nc2ccccc2)O3)cc1,·,-1,-12,19,-6,-2,8,3
O=C(N/N=C/c1cc2c(cc1Br)OCO2)c1ccccn1,1,-87,-26,0,6,2,-201,4
CCc1nc2ccc(C(=O)NCc3ccc4c(c3)OCO4)cn2c1N(CC)CCN(C)C,-1,-13,-6,-3,2,-12,10,4
O=C(O)CN1C(=O)/C(=C/c2ccccc2Br)Oc2ccccc21,-9,14,-7,-2,5,4,4,0
COc1cc(NC(=S)NCCN2CCOCC2)cc(OC)c1OC,-18,1,-11,3,2,4,-22,·
O=C(N1CCN(CCO)CC1)N1c2ccccc2CCc2ccccc21,-1,6,1,-4,-5,·,5,-4
CCOc1ccc(NS(=O)(=O)c2cc(C(=O)NCCCN3CCOCC3)ccc2C)cc1,-2,-2,11,-6,3,-1,-9,·
COc1ccc2c(C)c(CCC(=O)NC3CC3)c(=O)oc2c1C,·,-20,-35,-2,5,·,·,2
O=C(C[C@H]1C=C[C@H](NC(=O)Nc2ccccc2F)[C@H](CO)O1)NCc1ccc(Cl)cc1,·,1,0,1,-2,1,4,1

# Given bar-delimited: entries from further up.
compound | FN deposition inh | EWS-Fli inh | LGR2 inh | S100A4 MyoIIA | PGC1a acetyl inh | ERAP1 HTS inh | PAX8 reporter | PglD inh
O=C(O)CN1C(=O)/C(=C/c2ccccc2Br)Oc2ccccc21 | -9 | 14 | -7 | -2 | 5 | 4 | 4 | 0
COc1cc(NC(=S)NCCN2CCOCC2)cc(OC)c1OC | -18 | 1 | -11 | 3 | 2 | 4 | -22 | ·
